# Screening results: PubChem BioAssay, National Center for Advancing Translational Sciences (NCATS)
# Vif-APOBEC3F blk = inhibitors of Vif-A3F interaction. HeLa A3F-eYFP + Vif (tagged APOBEC3F with the HIV-1 protein that degrades it), YFP fluorescence increase. Potency, µM (doses to about 46.1 µM), for inactives: at the top dose activity, negative = active. actives 0.2% (n = 390,000). AID 602313; further: potency means the concentration at half of the fitted maximal effect; % of control where 0% means no effect; nearly all actives have a fitted effect of over 65% in size
#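 HeLa cells stably expressing A3F-eYFP plus Vif, plated and incubated overnight at 37 deg C, then exposed to compounds overnight at 37 deg C. Blocked degradation read as raised yellow fluorescence (Ex 488/Em 500-530).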
# D1 antag = blocks dopamine activation of the human D1 receptor; HEK293 TREx D1 cells, calcium flux, dopamine EC80; stronger effect = lower value; activity change, negative = inhibition, % at 10 µM; P21728; actives 3.2% (n = 360,000); in the data active means activity change below about -30%; further: on the % scale 0 is the no-effect control and ±100 the full control effect
#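 Antagonism measured as reduced calcium response to an EC80 dopamine addition following 180 s compound pre-read; cells were inducible HEK293 Trex D1 plated overnight at 30 C, read kinetically at 1 cycle/sec.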
# GRP78 ERSR act = induces the endoplasmic reticulum stress response in human glioma cells | U87-MG GRP78 promoter luciferase reporter, 16 h | Potency, µM, for inactives: at the highest dose activation, usual class: activators | actives 0.02% (n = 420,000); further: potency means the concentration at half of the fitted maximal effect; series mostly up to about 76 µM; % of control where 0% means no effect; nearly all actives have a fitted effect of over 35% in size
#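 Stably transfected U87-MG glioma cells carrying a GRP78-based luciferase sensor; 16 h compound incubation. Luminescence end-point read 10 min after Bright-Glo addition at room temperature.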
# RXFP1 ag = agonists of human relaxin receptor RXFP1; Potency, µM (top dose mostly 57.5 µM), for inactives: at the top dose activation, most hits filed as activators; HEK293T-RXFP1 cAMP TR-FRET, 30 min; response scale: percent of porcine relaxin response, buffer zero; Q9HBX9; actives 0.3% (n = 370,000); further: potency means the concentration at half of the fitted maximal effect; on the % scale 0 is the no-effect control and ±100 the full control effect; nearly all actives have a fitted effect of over 60% in size; many of its hits are not listed in these tables
# Target sequence (Q9HBX9 whole entry, looked up): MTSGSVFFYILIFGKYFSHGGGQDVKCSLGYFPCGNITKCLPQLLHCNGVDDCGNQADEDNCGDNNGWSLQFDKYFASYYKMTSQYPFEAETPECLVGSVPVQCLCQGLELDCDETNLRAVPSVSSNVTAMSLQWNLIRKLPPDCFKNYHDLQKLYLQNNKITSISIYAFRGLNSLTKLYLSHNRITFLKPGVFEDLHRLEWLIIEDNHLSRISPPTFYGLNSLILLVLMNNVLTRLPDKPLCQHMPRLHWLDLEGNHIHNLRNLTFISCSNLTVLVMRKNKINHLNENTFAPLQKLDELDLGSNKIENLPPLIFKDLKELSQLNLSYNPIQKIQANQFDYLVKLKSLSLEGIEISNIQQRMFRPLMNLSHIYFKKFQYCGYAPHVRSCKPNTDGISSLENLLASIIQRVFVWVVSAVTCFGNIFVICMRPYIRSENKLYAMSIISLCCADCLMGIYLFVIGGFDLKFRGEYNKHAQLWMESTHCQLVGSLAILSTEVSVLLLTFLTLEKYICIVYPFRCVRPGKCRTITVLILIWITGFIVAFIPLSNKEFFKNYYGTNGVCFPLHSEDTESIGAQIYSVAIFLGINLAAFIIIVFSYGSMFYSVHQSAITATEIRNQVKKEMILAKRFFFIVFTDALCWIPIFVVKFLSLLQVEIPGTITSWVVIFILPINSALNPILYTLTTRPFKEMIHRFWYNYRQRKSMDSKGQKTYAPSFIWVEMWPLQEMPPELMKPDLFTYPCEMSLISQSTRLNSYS
#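 HEK293T cells stably expressing RXFP1 were pretreated with the PDE4 inhibitor Ro 20174, exposed to compounds for 30 min at 37C, lysed, and cAMP was read by TR-FRET. Data normalized to buffer (basal) and 29 nM porcine relaxin (100%).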
# LDHA block = blocks human lactate dehydrogenase A. purified LDHA, NADH/diaphorase-resazurin fluorescence; stronger effect = lower value. AID 1347041. actives 0.15% (n = 480,000). activity change, % (values are at about 110 or 230 µM). P00338; in the data active means activity change below about -30%; inconclusive means mostly about -25% to -30%;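 further: plate controls were DMSO wells for no effect and wells without enzyme for full effect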
#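 Remaining NADH was detected by diaphorase (0.133 mg/mL) converting 37 µM resazurin to fluorescent resorufin, read at 0 and 20 minutes. The preceding 5-minute room-temperature reaction used 2 nM LDHA, 0.2 mM sodium pyruvate and 0.06 mM NADH at pH 7.4.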
# Vif-A3G inh = Vif-A3G binding inhibition; Q9HC16; HeLa A3G-eYFP + Vif (tagged APOBEC3G with the HIV-1 protein that degrades it), YFP fluorescence, overnight; Potency, µM (top dose mostly 46.1 µM), for the others: at the top dose activity, negative = active, most hits filed as inhibitors; AID 602310; actives 0.076% (n = 410,000);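 further: potency means the concentration at half of the fitted maximal effect; on the % scale 0 is the no-effect control and ±100 the full control effect; nearly all actives have a fitted effect of over 60% in size; hits raise eYFP signal because A3G escapes Vif-driven loss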
#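 HeLa cells stably expressing Vif and C-terminally eYFP-tagged A3G, seeded overnight at 37 deg C, then exposed to compound by pintool overnight at 37 deg C. Rise in yellow fluorescence (Ex 488/Em 500-530, Acumen) marks blocked Vif-driven A3G degradation.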
# D1 PAM = enhances dopamine response at the human D1 receptor; P21728; HEK293 TREx D1 cells, calcium flux, dopamine EC20 potentiation; potentiation, % at 10 µM; actives 0.036% (n = 360,000); in the data active means potentiation above about 30%; further: 0% is about no effect
# D2 PAM = positive allosteric modulators of human D2 dopamine receptor. potentiation, % at 10 µM. AID 485347. P14416. actives 0.34% (n = 340,000). HEK293 T-REx D2, calcium flux, EC20 dopamine potentiation;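 active means potentiation over 3 SD above the plate norm, cut at about 30% in these data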; further: 0% is about no effect
#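 Potentiation of an EC20 dopamine calcium response is measured in a force-coupled, tetracycline-inducible Hek293 Trex D2 line. Compound-only kinetic reads over 180 s flag agonists before dopamine addition.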
# D1 ag = agonists of human D1 dopamine receptor; P21728; HEK293 T-REx D1 cells, calcium flux, agonist mode; activation, % at 2 µM; actives 1% (n = 360,000); AID 504660; in the data active means activation above about 30%; further: 0% is about no effect
#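 Tetracycline-induced HEK293 TREx D1 cells, force-coupled to calcium signalling, were dye-loaded with a no-wash calcium kit. Compound was pin-added after a 10 s baseline. Fluorescence was read kinetically at 1 cycle/s for 180 s, with calcium rises flagged as agonism.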
# The depositor's hits bear a star; ? = inconclusive; / = no result given; & = joins results of further samples. Unless noted, the call rests on the fitted dose curve; in most records, active means well fitted curve in the direction sought with a large enough effect; inconclusive means small, poorly fitted or top-dose-only effect, or another doubt; inactive means no such curve, though single readings can be large; an effect the other way counts as inactive or inconclusive. These rows are one share of the data; rates above refer to the full screens.
SMILES,Vif-APOBEC3F blk,D1 antag,GRP78 ERSR act,RXFP1 ag,LDHA block,Vif-A3G inh,D1 PAM,D2 PAM,D1 ag
CCC(C(=O)N1CCN(Cc2ccc3c(c2)OCO3)CC1)n1c(=O)[nH]c2ccccc2c1=O (stereo not given),1%,-3,-3%,-0.7%,1,1%,-2,-9,2
Cn1c(=O)oc2cc(S(=O)(=O)N3CCC(C(=O)Nc4ccc(OC(F)(F)F)cc4)CC3)ccc21,-5%,-36*,3%,1.4%,-16,3%,-11,/,2
Cc1c(C(=O)O)sc(=S)n1CCOc1ccccc1,-9%,-3,-2%,2.3%,-17,0%,-3,-7,2
COC(=O)c1ccccc1S(=O)(=O)N1CCC(C(=O)OC(C)C(=O)Nc2ccccc2OC)CC1 (stereo not given),4%,57,-3%,-0.6%,1,-19%,5,4,4
S=c1[nH]cc(-c2ccc(Cl)cc2)n1-c1ccccc1,-12%,10,-4%,?,-13,0%,-2,3,-2
Cc1oc(-c2cc(F)ccc2F)nc1CN1CCN(c2cnccn2)CC1,-2%,-1,-3%,8.7%,-4,0%,4,-22,2
CC(=O)c1ccc(OC(C)c2nc3ccccc3s2)cc1 (stereo not given),-13%,0,5%,2.5%,-5,0%,-1,1,5
O=C(O)C1CC(O)CN1C(=S)Nc1ccccc1 (stereo not given),-6%,7,-1%,0.3%,-15,0%,-6,-3,1
O=C(COC(=O)CCC(=O)c1ccccc1)Nc1nnc(-c2ccccc2)o1,-4%,-5,-5%,1.0%,1,0%,3,-11,0
CC(=O)N(CCc1ccccc1C)Cc1cc2ccc(C)cc2[nH]c1=O,-23%,15,-2%,-1.6%,-1,0%,-5,-8,0
COc1ccc(OC)c(NC(=O)CCCNC(=O)Cn2cnc3sc(C)c(C)c3c2=O)c1,10%,2,-6%,9.0%,-3,-1%,4,18,0
OCCc1ccc(O)cc1,0%,-8,-1%,0.5%,-7,-3%,-4,6,-1
Cc1ccccc1C(c1ccccc1Cl)N(C)C (stereo not given),2%,/,-2%,/,-1,0%,/,/,/
CN(Cc1nc(-c2ccccc2)no1)C1CCOCC1,-7%,-3,-5%,0.4%,-14,-1%,-13,/,3
COc1ccccc1CNC(=O)C1CCCN(S(=O)(=O)c2cccc3nsnc23)C1 (stereo not given),3%,-21,-7%,-1.8%,-6,1%,-4,0,0
O=C(CCc1nnc(COc2ccccc2)o1)NCc1ccccc1C(F)(F)F,4%,3,2%,4.5%,-7,-8%,-2,3,2
CC(C)(C)c1ccc(OC(=O)CN2C(=O)C3C4CCC(C4)C3C2=O)cc1 (stereo not given),-2%,4,2%,-1.8%,-3,-1%,-6,9,14
CN(CCO)C(=O)c1c(NC(=O)c2ccccc2)sc2c1CCCC2,-2%,3,-1%,2.8%,-1,1%,2,1,3
Cc1ccnc(NC(=O)COc2ccccc2[N+](=O)[O-])c1,/,-10,/,2.1%,/,/,-3,4,-4
O=C(NCCc1ccccn1)c1cccnc1Oc1ccc(Cl)cc1,-15%,-2,-1%,0.2%,-12,3%,3,3,2
COc1ccccc1NC(=O)C(C)OC(=O)CCNS(=O)(=O)c1cccc(C(F)(F)F)c1 (stereo not given),0%,9,6%,-1.5%,-1,-5%,-4,2,0
Cc1ccc(NC(=O)COC(=O)c2ccccc2Nc2ccccc2)cc1,-7%,0,-2%,2.7%,-7,1%,-6,4,3
COc1ccc(CCNC(=O)CSc2nnc(-c3ccccc3)c3ccccc23)cc1OC,7%,-8,-5%,0.6%,2,0%,4,8,3
Cc1cc(NC(=O)COC(=O)CNS(=O)(=O)c2ccc(C)c(C)c2)no1,3%,-26,-2%,0.4%,-1,0%,7,18,0
CCOC(=O)C1(C)NC(c2cccs2)C2C(=O)N(c3ccc(C)cc3)C(=O)C21 (stereo not given),3%,3,-1%,-0.3%,-8,-2%,-1,-5,3
CC(C)n1cc(/C=C2\NC(=O)N(c3cccc(Cl)c3)C2=O)c2ccccc21,-7%,-68*,-4%,2.4%,-9,?,-10,10,2
CCC1COCCS(=O)(=O)N1Cc1ccccc1 (stereo not given),-12%,2,4%&-5%,-2.5%,-10,2%&-1%,0,-2,1
NS(=O)(=O)c1ccc(NC(=O)COC(=O)c2ccc(S(=O)(=O)N3CCOCC3)cc2)cc1,-6%,/,-3%,/,-7,-5%,/,/,/
O=C(Nc1ccon1)Nc1ccccc1C(F)(F)F,2%,16,-3%,0.0%,0,0%,0,0,0
CC(=O)N1CCN(S(=O)(=O)c2ccc(C)cc2)C1C(C)C (stereo not given),-9%,-2,1%,-0.5%,-3,3%,-4,-6,3
COc1ccc(C(C)(C)C)cc1S(=O)(=O)NCC1CCCO1 (stereo not given),-2%,/,-2%,/,1,-3%,/,/,/
COc1ccc(CC(=O)n2nc(-c3ccccc3)nc2NCc2ccco2)cc1,0%,7,4%,-0.4%,1,-2%,-2,/,13
Cc1cc(C(=O)N2CCCC(C(=O)c3cc(F)ccc3F)C2)c(C)o1 (stereo not given),-11%,-17,-5%,3.4%,-2,0%,-2,0,-1
O=C(c1ccc2ccccc2n1)N(CCO)Cc1ccccc1,2%,-9,-3%,-0.5%,-1,1%,-1,11,2
COc1cccc(CN2CCN(C(=O)C3CCC(=O)N(C4CCCC4)C3)CC2)c1 (stereo not given),-6%,-13,-5%,0.2%,-2,-5%,-2,-4,3
CSc1nnc2c3ccccc3n(CCc3ccccc3)c2n1,-1%,-5,-1%,0.8%,1,3%,-5,0,0
COC(C(=O)Nc1ccc(F)cc1)c1ccccc1 (stereo not given),-6%,-4,-3%,0.7%,-3,1%,-1,-7,1
CCC(C)C(NC(=O)C(CC(C)C)NC(=O)C(CO)NC(=O)C1CCC(=O)N1)C(=O)OC (stereo not given),-18%,-12,3%,-0.3%,-8,-9%,-6,-17,4
COc1ccccc1N1CCN(/N=C/c2cccc(O)c2)CC1,-8%,5,3%,0.1%,-4,-18%,0,7,0
N#Cc1c(NCCCO)nc(-c2ccccc2)c2c1CCCC2,5%,4,-2%,1.7%,7,2%,2,2,2
CCC(=O)Nc1nc2c(OC)ccc(C)c2s1,7%,0,-3%,-5.1%,-1,-3%,-2,12,4
CN(C)c1ccnc(-n2cccc2/C=N/OCc2ccccc2)c1C#N,-1%,20,-1%,-0.5%,0,-2%,3,18,1
CC(=O)O[C@H]1CC(=O)OC(C)(C)C2CC(=O)[C@]3(C)C(CC[C@@](C)([C@@H](O[C@@H]4O[C@H](CO)[C@@H](O)[C@H](O)[C@H]4O)c4ccoc4)[C@@]34O[C@@H]4C(=O)O)[C@]21C (stereo not given in full),-6%,13,0%,-1.7%,-1,0%,-3,-1,1
O=C(NC1CCCCC1)N(Cc1ccccc1)Cc1ccco1,1%,4,-4%,-1.3%,-9,4%,-3,-8,3
Cc1ccc(S(=O)(=O)N2CCCCC2)cc1NC(=O)Cn1ncc(Cl)c(Cl)c1=O,2%,/,-15%,/,4,?,/,/,/
COc1cc(CN2CCNC(=O)C2CC(=O)N2CCCCO2)cc(OC)c1 (stereo not given),15%,-14,-2%,-1.0%,-3,-11%,-4,-4,1
CC1(C)Cc2cccc(OCC(=O)NCCc3ccccc3)c2O1,-8%,-11,0%,-0.8%,-5,0%,-1,-13,1
CCCC(=O)Nc1ccc(C(=O)N/N=C/c2cccnc2)cc1,-4%,4,-4%,-2.1%,-10,-1%,-3,-2,3

# In another format: entries from further up.
SMILES	Vif-APOBEC3F blk	D1 antag	GRP78 ERSR act	RXFP1 ag	LDHA block	Vif-A3G inh	D1 PAM	D2 PAM	D1 ag
O=C(O)C1CC(O)CN1C(=S)Nc1ccccc1 (stereo not given)	-6%	7	-1%	0.3%	-15	0%	-6	-3	1
CCCC(=O)Nc1ccc(C(=O)N/N=C/c2cccnc2)cc1	-4%	4	-4%	-2.1%	-10	-1%	-3	-2	3
O=C(NC1CCCCC1)N(Cc1ccccc1)Cc1ccco1	1%	4	-4%	-1.3%	-9	4%	-3	-8	3
O=C(CCc1nnc(COc2ccccc2)o1)NCc1ccccc1C(F)(F)F	4%	3	2%	4.5%	-7	-8%	-2	3	2

# Next section
SMILES,Vif-APOBEC3F blk,D1 antag,GRP78 ERSR act,RXFP1 ag,LDHA block,Vif-A3G inh,D1 PAM,D2 PAM,D1 ag
CCOC(=O)c1nnn(-c2nonc2N)c1-c1ccc(Cl)cc1,0%,-10,-5%,-0.9%,-14,8%,-4,-5,5
CCc1sc(C(=O)Nc2ccccc2N2CCOCC2)cc1C,8%,-3,4%,-2.3%,-1,9%,-5,-1,2
Cc1ccc(NS(=O)(=O)c2cc(C(=O)N3CCCC3)ccc2C)cc1C,?,2,-5%,3.2%,-7,-1%,-4,0,1
CCOC(=O)c1c(Nc2ccc(C)c(C)c2)nnc(-c2ccccc2)c1-c1ccccc1,0%,10,-3%,4.1%,-2,0%,-1,1,2
O=C(NCc1ccccc1)c1ccc(Br)cc1Br,-17%,5,6%,-0.4%,-8,-1%,-4,5,3
O=C(NCCN1CCN(c2ccccc2F)CC1)c1ccc2nc3ccccc3c(=O)n2c1,-5%,8,3%,7.2%,-2,0%,2,-28,0
CN(C)/C=N/c1nc2nccc(-c3ccccc3)n2n1,-5%,11,-3%,16%,0,-4%,-2,/,1
CCS(=O)(=O)c1nnnn1-c1ccccc1S(C)(=O)=O,6%,12,-8%,-0.1%,-7,-11%,0,-8,2
COc1ccc(N2CCN(CCCn3cnc4c(OC)ncnc43)CC2)cc1,1%,/,-2%,/,-1,-3%,/,/,/
COc1ccc(C(=O)NNC(=O)CSc2nc3c(c(=O)n(C)c(=O)n3C)n2C)cc1,-2%,17,-3%,0.2%,0,0%,-2,1,3
CC(=O)OCCn1c(Br)nc2c1c(=O)[nH]c(=O)n2C,-10%,-15,-3%,0.7%,-1,1%,1,-8,2
